# Anthrax LF inh2 = Bacillus anthracis LF protease inhibitors, primary screen, biochemical, multiplex microsphere, MLPCN library. Lethal factor (Bacillus anthracis), P15917. multiplex microsphere protease cleavage assay. inhibition, % at 10 µM. hit rate 0.12% among 360,000; also: plate controls were buffer without enzyme for full effect and enzyme alone for no effect
# PriA SSB inh = inhibitors of Klebsiella pneumoniae PriA binding to SSB C-terminal tail, primary screen, biochemical, AlphaScreen; hit rate 0.6% among 430,000; AlphaScreen SSBct-PriA binding, biotinylated peptide; PriA–SSB C-terminal tail interaction (Klebsiella pneumoniae); inhibition, % at 33 µM; in the data active = inhibition mostly above about 37%, no sharp cut-off; inactive = mostly below about 20%;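 also: plate controls were negative control peptide for no effect and reference peptide for full effect; strong numbers were not always called active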
# PrPC TRFRET = inhibitors of human cell surface prion protein PrPC, primary screen, cell-based, TR-FRET; Major prion protein (Homo sapiens), P04156; TR-FRET read-out; inhibition, % at 13.8 µM; hit rate 0.43% among 370,000; in the data active = inhibition above about 24%; also: 0% = median of the test wells and 100% = reference compound wells
# MazF activator = activators of E. coli MazEF toxin-antitoxin RNase, primary screen, biochemical, fluorescence, uHTS. Endoribonuclease toxin MazF (Escherichia coli (strain K12)), P0AE70. FAM/BHQ RNA-DNA oligo cleavage fluorescence, 5 h. activation, % at 20 µM. hit rate 0.32% among 350,000; in the data active = activation above about 50%
# Target sequence (P0AE70 whole entry, looked up): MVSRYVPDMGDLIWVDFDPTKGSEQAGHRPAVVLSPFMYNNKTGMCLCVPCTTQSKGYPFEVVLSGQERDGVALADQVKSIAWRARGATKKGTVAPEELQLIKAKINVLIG
# VHR inh abs = VHR1 phosphatase inhibitors, primary screen, biochemical, absorbance, uHTS; recombinant VHR phosphatase, pNPP absorbance; inhibition, % at 13.3 µM; hit rate 0.52% among 290,000; AID 1654, 2009; in the data active = inhibition above about 50%; also: some compounds called inactive have numbers as strong as hits
# Target sequence (P51452 whole entry, looked up): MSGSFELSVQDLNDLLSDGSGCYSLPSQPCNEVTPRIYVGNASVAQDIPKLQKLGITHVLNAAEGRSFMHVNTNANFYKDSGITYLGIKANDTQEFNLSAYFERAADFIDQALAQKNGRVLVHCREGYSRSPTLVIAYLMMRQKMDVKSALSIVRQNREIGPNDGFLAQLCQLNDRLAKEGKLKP
# Rv3671c protease = Rv3671c serine protease inhibitors, primary screen, biochemical, fluorescence polarization, M. tuberculosis H37Rv; inhibition, % at 5.96 µM; hit rate 0.048% among 320,000; P9WHR9; AID 2606, 2010; in the data active = inhibition above about 38%;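 also: extracellular domain of Rv3671c used as enzyme; 0% = enzyme with DMSO and 100% = no enzyme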
# Target sequence (P9WHR9 whole entry, looked up, the tested form may be a part): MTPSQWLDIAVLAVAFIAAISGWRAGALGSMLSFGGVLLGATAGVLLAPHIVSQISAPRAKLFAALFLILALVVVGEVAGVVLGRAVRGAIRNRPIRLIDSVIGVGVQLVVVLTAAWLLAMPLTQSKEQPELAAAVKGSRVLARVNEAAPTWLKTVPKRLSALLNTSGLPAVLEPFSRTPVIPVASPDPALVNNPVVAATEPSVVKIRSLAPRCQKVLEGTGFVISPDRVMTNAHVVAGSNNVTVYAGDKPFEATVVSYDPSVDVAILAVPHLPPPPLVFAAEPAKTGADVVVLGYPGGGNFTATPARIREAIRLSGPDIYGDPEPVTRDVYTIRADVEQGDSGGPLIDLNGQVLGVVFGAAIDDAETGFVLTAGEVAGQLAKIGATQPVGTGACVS
# BoNT-F LC inh = BoNT/F light chain protease inhibitors, primary screen, biochemical, flow cytometry, MLPCN library. Botulinum neurotoxin type F light chain protease (Clostridium botulinum). Multiplex microsphere protease cleavage assay. inhibition, % at 10 µM. hit rate 0.22% among 360,000. AID 588497, 2011; in the data active = inhibition above about 35%, passing the limit was not always enough; inconclusive = no clear call, values can overlap the other calls; also: plate controls were buffer without enzyme for full effect and enzyme alone for no effect
# CCHF vOTU inh = CCHFV vOTU protease inhibitors, primary screen, biochemical, Pep-AMC substrate, fluorescence | inhibition, % at 11.5 µM | hit rate 0.55% among 370,000; in the data active = inhibition above about 30%; also: 0% = vehicle wells with enzyme and 100% = no enzyme wells
# BoNT A protease = BoNT/A light chain protease inhibitors, primary screen, biochemical, flow cytometry, MLPCN library. multiplex microsphere protease substrate cleavage. hit rate 0.17% among 360,000. inhibition, % at 10 µM; also: plate controls were buffer without enzyme for full effect and enzyme alone for no effect
# 3CLpro inhibitor = SARS-CoV 3CLpro protease inhibitors, primary screen, biochemical, quenched FRET. Replicase polyprotein 1ab (Severe acute respiratory syndrome coronavirus), P0C6X7. recombinant SARS-CoV 3CLpro, quenched FRET peptide cleavage. inhibition, % at 6 µM. hit rate 0.14% among 290,000. AID 1706, 2009; in the data active = inhibition above about 12%
# * marks the source's active call; other numbers are inactive results; ? = inconclusive; nt = no result given. Rule as the data show it, unless noted: active = inhibition above about 30%; inconclusive = no clear call, values can overlap the other calls; inactive = below that. Some of the compounds tested; rates above refer to the full screens.
# Each structure is followed by: Anthrax LF inh2	PriA SSB inh	PrPC TRFRET	MazF activator	VHR inh abs	Rv3671c protease	BoNT-F LC inh	CCHF vOTU inh	BoNT A protease	3CLpro inhibitor
O=C(NCc1cccc(C(F)(F)F)c1)C1CCC(=O)N(C2CCCCCC2)C1 (centres undefined)
→ -2	-17	6	1	-13	-5	1	14	0.3	0
CC(Cc1ccccc1)C(=O)NCc1ccncc1 (centres undefined)
→ -2	-5	6	8	20	5	-3	11	0.0	0
COc1cccc(-c2ccc3nnc(SCC(=O)Nc4ccc(NC(C)=O)cc4)n3n2)c1
→ 5	2	-4	4	nt	-8	5	-7	3.1	nt
COc1ccc(OCC(=O)Nc2cc(-c3nn(C)c(=O)c4ccccc34)ccc2N2CCOCC2)cc1
→ -3	-2	5	-10	-15	6	-13	-6	0.9	-1
C/C(=N\Nc1nc(N2CCCCCC2)nc(N2CCCCCC2)n1)c1ccccc1
→ -1	nt	2	0	23	4	-2	11	-0.9	5
CC(=O)Nc1ccc(SCC(=O)N(CCC#N)c2cc(C)cc(C)c2)cc1
→ -8	1	1	-8	8	-7	3	0	0.4	5
CCCc1cc(=O)[nH]c(SCC(=O)CSc2nc(CCC)cc(=O)[nH]2)n1
→ -5	-8	-2	-8	-7	-4	6	7	-0.2	-9
COc1ccccc1-n1c(CNC(=O)c2cccs2)n[nH]c1=S
→ -2	-9	-4	8	8	-1	-9	7	-0.9	-2
O=C(O)c1ccc2c(c1)C(=O)N(CCCCCCCN1C(=O)c3ccc(C(=O)O)cc3C1=O)C2=O
→ nt	-9	-6	1	4	-7	nt	5	nt	4
CCN1CCN(c2ccc(N3CCN(C(=O)c4ccc(Br)o4)CC3)nn2)CC1
→ 1	-10	-9	4	nt	-8	8	-26	-2.2	nt
CCc1ccc(OCC(=O)NC(NC(=S)Nc2ccccc2C)C(Cl)(Cl)Cl)cc1 (centres undefined)
→ -2	8	-2	-1	18	-4	-2	30*	0.3	1
CCOC(=O)C(=Cc1ccc2c(c1)OCO2)c1ccccc1
→ -3	-17	-6	-12	nt	nt	-3	9	0.2	nt
CCCC(C(=O)NC1CCCC1)N(C(=O)Cn1nnc(-c2ccc(C)o2)n1)C1CCCC1 (centres undefined)
→ -1	6	nt	1	9	-8	-6	nt	-4.4	5
CCN(CC)CCn1c2c(c(SCC(=O)Nc3ccccc3Cl)nc1=O)CCC2
→ -3	1	-11	0	nt	9	8	2	0.6	nt
C=CCNc1nnc(-c2ccncc2)s1
→ 0	-1	-5	3	21	5	-12	-60	-0.2	-9
CS(=O)(=O)N(CC(=O)NCCSC1CCCCC1)c1cccc(F)c1
→ -1	-26	4	-3	-11	0	-2	19	0.5	2
COc1ccc(C(CNC(=O)CN2C(=O)NC(C)(c3ccc4ccccc4c3)C2=O)N2CCCC2)cc1 (centres undefined)
→ -2	5	-14	7	nt	nt	-13	18	-0.7	nt
CC1=CC=CN2C1=NC(=O)CC2(C)C(=O)N(CC(=O)NC1CCCC1)c1cc(C)cc(C)c1 (centres undefined)
→ -2	-2	0	7	13	0	3	-104	-0.4	-4
Cc1nn(C)c(C)c1NC(=O)CCSc1nc(-c2ccco2)cc(C(F)(F)F)n1
→ -11	-11	-2	0	6	-14	-7	4	-0.8	-6
COc1ccc(/C=N/NC(N)=S)cc1OC(=O)c1cccc2ccccc12
→ -10	nt	16	-4	27	-64	-10	5	-2.3	-3
Nc1ncnc2c1ncn2[C@@H]1O[C@H](CNCc2ccccc2OCC(=O)N2CCCCC2)[C@@H](O)[C@H]1O
→ -3	-5	-4	4	nt	2	-3	-5	-0.4	nt
COC(=O)C1CCN(C(=O)COc2ccc(S(=O)(=O)N3CCOCC3)cc2Cl)CC1
→ -3	5	2	4	nt	1	-9	2	-0.1	nt
COc1ccc(OC)c(NC(=S)N(CCc2c(C)[nH]c3ccc(C)cc23)Cc2cccs2)c1
→ -14	14	4	-6	-11	11	-16	2	-0.6	4
O=C(c1cccc(S(=O)(=O)N2CCN(c3ccccc3)CC2)c1)N1CCCC(C(F)(F)F)C1 (centres undefined)
→ 2	0	-3	3	nt	-8	-5	-7	-5.3	nt
O=C(N/C(=C/C=C/c1ccccc1)C(=O)N1CCCCC1)c1ccc([N+](=O)[O-])cc1
→ -4	39*	-1	5	6	-1	-7	1	-0.3	-1
COc1ccc(-n2c(=O)c3c4c(sc3n(CC(=O)NC3CCCC3)c2=O)CCCC4)c(OC)c1
→ -6	7	5	7	2	-3	4	-12	-0.9	6
COc1ccc(CNc2nc(NCc3ccc(OC)cc3)c3ncn(C4CCCC4)c3n2)cc1
→ -11	9	nt	-2	nt	11	9	nt	-1.3	nt
CC(NC(=O)c1ccccc1F)c1nnc(SCC(=O)N2CCN(c3ccccc3)CC2)n1C (centres undefined)
→ -3	0	-8	0	18	8	1	20	-0.1	0
COc1ccc(NC(=O)COc2ccc3c(C)cc(=O)oc3c2)cc1S(=O)(=O)N1CCCCC1
→ -2	-1	3	-71	nt	-7	-8	-28	-1.1	nt
CCCCNCCOCCOc1ccccc1-c1ccccc1
→ 0	-21	-5	0	-4	-1	-4	-20	0.4	3
C=CCNC(=S)NNC(=O)c1ccc(=O)n(Cc2ccc(Cl)cc2Cl)c1
→ -2	-4	-6	-1	13	2	7	4	0.3	4
O=C(Nc1ccccc1)Nc1nc(-c2ccc(Cl)cc2)cs1
→ 1	-1	1	-15	14	-162	-9	4	-0.2	2
CCN(c1cccc(C)c1)S(=O)(=O)c1cccc(C(=O)O)c1
→ 0	5	1	7	0	-6	0	-6	1.6	2
CC1CCCCC1NC(=O)COC(=O)c1ccc2c(c1Cl)C(=O)c1ccccc1C2=O (centres undefined)
→ 1	6	-12	11	-1	-3	-2	6	-0.2	0
O=C(NCCCN1CCCC1)c1cccc(N2CCCC2=O)c1
→ -10	-12	2	-8	-18	14	6	0	1.1	2
CCCCN(C(=O)CSc1nnc(Nc2ccc(C)c(C)c2)s1)c1c(N)n(Cc2ccccc2)c(=O)[nH]c1=O
→ -3	4	2	-32	-8	-34	-4	6	0.1	4
Cc1cc(NC(=O)CCc2ccc(-c3ccccc3)o2)no1
→ -1	7	2	-1	32	1	-9	4	-1.1	4
O=C(Cc1nnc(NC(=O)c2ccccc2)s1)N/N=C/c1ccco1
→ -1	nt	0	2	-10	-2	-4	-7	0.4	7
CC1=C(C(=O)NC2CCC(C)CC2)C2(CCC(C)CC2)OC1=O (centres undefined)
→ -4	-3	2	12	36	2	2	-6	-1.1	3
O=C1NC(Cc2ccc(O)cc2)c2nc3ccc(Cl)cc3c(=O)n2-c2cc3ccccc3cc21 (centres undefined)
→ -4	nt	-1	-43	nt	nt	-1	6	-0.1	nt
CCN(C(=O)c1cnc(NC(C)C)cc1C(F)(F)F)c1ccc(Cl)cc1Cl
→ -6	-12	8	-7	13	5	-2	-13	-1.2	3
Cc1ccc(OCC(=O)NNC(=O)CSc2ncc(C#N)c(N)n2)cc1
→ -3	-14	2	-6	5	-4	-4	-1	0.1	-1
CCN1CCN(c2ccc(S(=O)(=O)N3CCCCC3)cc2NC(=O)c2ccc(C)c(C)c2)CC1
→ 0	5	-9	6	nt	nt	-7	-3	1.0	nt
Cc1cc(C)c2c(N)c(C(=O)c3ccccc3)oc2n1
→ -6	-1	-3	0	50	3	4	-9	0.3	0
O=C(NC(=S)Nc1ccccc1[N+](=O)[O-])c1ccco1
→ -1	9	-7	4	4	-2	-2	14	-0.2	0
CCC/C(O)=C1\C(=O)CC(c2ccccc2)CC1=NC (centres undefined)
→ 3	nt	-3	4	0	-6	-3	-1	-0.5	-2
CCc1noc(C)c1C(=O)N1CCN(c2cccc(C)c2C)CC1
→ -1	-12	10	7	nt	10	2	-4	2.2	nt
Cc1c(NC(=O)C(C)n2cc([N+](=O)[O-])cn2)c(=O)n(-c2ccccc2)n1C (centres undefined)
→ -6	2	0	2	-2	-1	-8	7	-0.4	-1
O=C(Nc1ccc(S(=O)(=O)N2CCOCC2)cc1)c1ccc([N+](=O)[O-])o1
→ -7	-6	11	16	17	-2	-4	14	0.2	1
Cc1ccc(C(=O)NCCN2CCOCC2)cc1Cl
→ -2	9	-4	-8	17	-8	-5	5	0.7	6
Cc1cccc(OP(=O)(NCc2ccccc2)Oc2cccc(C)c2)c1
→ -3	-28	14	0	42	-4	-4	25	0.1	2
Brc1ccc(CNCC2CCCO2)cc1 (centres undefined)
→ 2	-20	-6	2	-3	5	?	-1	2.5	1
CCC1(c2ccc(Cl)cc2)NC(=S)N(c2ccc(C)c(C)c2)N1 (centres undefined)
→ nt	-10	-2	1	22	1	nt	-8	nt	3
CCCCn1c(SCC(=O)Nc2nnc(CC)s2)nc2c1c(=O)n(C)c(=O)n2C
→ -3	-11	-4	3	28	-1	4	9	?	3
CSc1sc(C)cc1C1C(C#N)=C(N)N(c2cccnc2)C2=C1C(=O)CC(C)(C)C2 (centres undefined)
→ -1	3	3	-2	8	-17	-3	10	0.6	1
Cn1c(/N=C(\N)c2ccccc2)nc2ccccc21
→ -10	nt	-1	10	nt	nt	-11	4	-0.7	nt
CN(C)c1cccc(-c2cc(Nc3ccc(C(C)(C)C)cc3)ncn2)c1
→ -10	nt	1	nt	nt	nt	-13	-2	-0.1	nt
CC(=O)N1c2ccc(Cl)cc2C2C=CCC2C1c1cccc2ccccc12 (centres undefined)
→ 2	3	nt	-10	-10	-23	-10	nt	1.2	5
COC(=O)C(C(=O)OC)=C(/C=C/C=C/N(C)C)N(C)C
→ -1	-12	-5	-24	-1	0	3	-2	-0.5	-4
O=C(COc1cccnc1[N+](=O)[O-])Nc1ccc(S(=O)(=O)N2CCOCC2)cc1
→ 0	-14	-5	-5	13	14	-5	14	0.2	-1

# As entered above.
# For PriA SSB inh, CCN1CCN(c2ccc(S(=O)(=O)N3CCCCC3)cc2NC(=O)c2ccc(C)c(C)c2)CC1 is listed with 5
# For 3CLpro inhibitor, CC1=C(C(=O)NC2CCC(C)CC2)C2(CCC(C)CC2)OC1=O (centres undefined) is listed with 3

# Continuation:
# Each structure is followed by: Anthrax LF inh2	PriA SSB inh	PrPC TRFRET	MazF activator	VHR inh abs	Rv3671c protease	BoNT-F LC inh	CCHF vOTU inh	BoNT A protease	3CLpro inhibitor
COc1ccc(C)cc1NC(=O)CN1CCN(S(=O)(=O)c2ccc(Cl)cc2)CC1
→ -1	-16	6	-5	8	3	2	5	0.3	1
COc1ccccc1N1CCN(c2ccc(Cl)nn2)CC1
→ -7	-12	-5	9	44	2	-4	-10	-0.3	2
CN(C)C(=O)c1c(NC(=O)c2ccco2)sc2c1CCCCC2
→ 0	-6	-8	-1	-18	6	-2	13	0.6	-1
COC(=O)[C@H](CC(C)C)NS(=O)(=O)c1ccc(F)cc1Br
→ 1	nt	-4	6	nt	nt	4	7	0.3	nt
O=C(COc1ccc2ccccc2c1)NNC(=O)C(=O)Nc1ccccc1
→ 0	-3	-5	-15	-3	-26	-9	9	-6.7	2
Cc1ccc(S(=O)(=O)/N=C(/c2ccccc2)N(C)C)c(C)c1
→ 2	nt	1	10	40	1	14	6	2.8	8
COc1ccccc1Cc1c(-c2ccco2)nc2ccc(C)cn12
→ 7	nt	0	nt	nt	nt	4	-2	3.3	nt
Clc1ccc(Oc2nc(N3CCOCC3)nc(N3CCOCC3)n2)cc1
→ nt	-1	-1	3	-7	2	nt	-6	nt	3
COc1ccc(CSc2ncn[nH]2)cc1[N+](=O)[O-]
→ -2	-12	-1	8	-2	-9	-5	-8	-1.1	3
